Screens deposited in PubChem BioAssay by several laboratories.
EBV LMP1 NFkB: reduces LMP1-driven NF-kappaB luciferase signal | LMP1-induced NF-kappaB luciferase reporter cells, luminescence | hit rate 0.69% among 350,000 | inhibition, % at 12.5 µM; in the data active means inhibition above about 41%; inconclusive means no clear call, values can overlap the other calls;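 further: 0% = neutral control wells and 100% = reference inhibitor control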
TRAIL sens C8: sensitizes caspase-8 expressing cells to TRAIL | hit rate 1% among 360,000 | AID 624354 | NB7+C8 cells + TRAIL, ATPlite viability luminescence | inhibition (viability loss, TRAIL sensitization), % at 10 µM;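 active means compounds causing at least 50% loss of cell viability in the single-dose screen, relative to plate controls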
Vif inh: inhibitors of HIV Vif | HEK293T cells, Vif self-association by quenched fluorescence, imaging, 24 h | hit rate 0.35% among 340,000 | inhibition, % at 7.49 µM; in the data active means inhibition above about 50%, passing the limit was not always enough; inconclusive means no clear call, values can overlap the other calls; inactive means below about 31%; further: some results filed as inactive read as strong as hits
NCOA2 inhibitor: inhibits human steroid receptor coactivator 2. Q15596. HEK293 GAL4-SRC2 luciferase reporter, luminescence. hit rate 0.17% among 370,000. inhibition, % at 9 µM;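 active means inhibition above the mean inhibition of all tested compounds plus 3 SD, set per campaign, cut at about 52% in these data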;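 further: 0% = DMSO treated cells and 100% = cells given Gossypol at 36 µM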
NCOA3 inh: inhibitors of human steroid receptor coactivator 3 (SRC3) | Q9Y6Q9 | HEK293 GAL4-SRC3 luciferase reporter, luminescence | inhibition, % at 3.6 µM | hit rate 0.17% among 360,000 | AID 588352;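 active means inhibition above a per-campaign cutoff, the mean of all compounds plus 3 SD, cut at about 60% in these data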;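 further: 0% = DMSO-treated cells and 100% = gossypol-treated cells at 36 µM; higher means less SRC3-driven luciferase light from the GAL4 reporter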
NR2F2 inh: NR2F2 (human) inhibition, primary screen; HEK293T NGFI-A luciferase reporter, luminescence; inhibition, % at 8.6 µM; hit rate 0.7% among 370,000;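 active means inhibition above a per-plate cutoff, mean inhibition of test wells between control levels plus 3 SD, cut at about 38% in these data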;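 further: cells cotransfected with COUP-TFII expression vector driving the NGFI-A reporter; 0% = median of COUP-TF2 test wells and 100% = reporter-only cells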
LRH-1 inv ag: suppresses constitutive activity of human LRH-1. O00482. HEK293T StAR-luciferase reporter, LRH-1 transfected, 24 h. inhibition, % at 3.6 µM. hit rate 0.13% among 360,000. AID 602396;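 active means inhibition above the mean inhibition of all tested compounds plus 3 SD, cut at about 73% in these data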;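 further: 0% = DMSO wells and 100% = reporter-only cells lacking LRH-1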
SRC1 inh: inhibits human SRC1 coactivator; hit rate 0.12% among 360,000; HEK293 GAL4-SRC1 luciferase reporter, luminescence; AID 588354; inhibition, % at 3.6 µM;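 active means inhibition above the campaign mean plus 3 SD, with each screening campaign given its own cutoff, cut at about 60% in these data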;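 further: 0% = DMSO treated cells and 100% = gossypol at 36 µM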
TROY NFkB inh: TROY signaling inhibition | Q293 LMP1-TROYcd NF-kB luciferase reporter, 4 h | inhibition, % at 10 µM | hit rate 0.98% among 360,000 | AID 1347056;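 active means compounds whose plate-normalised and pattern-corrected inhibition of the luciferase reporter signal at the single screening dose is 50% or more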
TLR9-MyD88 block: blocks human TLR9 binding to MyD88; Q9NR96+Q99836; CHO BLA complementation TLR9-MyD88, CCF4 FRET ratio; inhibition, % at 4.98 µM; hit rate 0.21% among 340,000; AID 504734;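 active means inhibition above the mean over all tested compounds plus 3 SD, cut at about 21% in these data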;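 further: 0% = DMSO only wells and 100% = clavulanate BLA inhibitor control wells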
NOD2-RIPK2 inh: inhibitors of human NOD2-RIPK2 interaction. O43353. CHO BLA complementation NOD2-RIPK2, CCF4 ratio. inhibition, % at 4.98 µM. hit rate 0.38% among 360,000. AID 624267; in the data active means inhibition above about 21%;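 further: 0% = vehicle only and 100% = reference blocker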
An asterisk follows results filed as active; ? = inconclusive; . = no result given. This is a subset, so the mix of outcomes need not match the whole.

SMILES	EBV LMP1 NFkB	TRAIL sens C8	Vif inh	NCOA2 inhibitor	NCOA3 inh	NR2F2 inh	LRH-1 inv ag	SRC1 inh	TROY NFkB inh	TLR9-MyD88 block	NOD2-RIPK2 inh
CC1=C(C(=O)Nc2ccccc2)C(c2ccco2)C(C#N)=C(SCC(N)=O)N1 (stereo unspecified)	8	-7	18	26	-23	7	1	-20	6	-9	-1
CCOc1cc2c(cc1OCC)CN(CC(=O)Nc1ccccc1C(=O)NC1CC1)CC2	0	1	-14	6	-14	17	25	3	-5	-16	-9
O=P(Cc1ccccc1)(Cc1ccccc1)c1ccccc1	-11	-15	-1	6	-4	-1	1	-9	3	-11	3
CC(/C=C/c1ccccc1)=N/NC(=O)CNC(=O)c1ccccc1F	-7	-6	0	-12	5	-8	-15	-12	4	17	-7
C=CC[C@]12C[C@@H](OC)C(=O)C=C1O[C@@H](c1ccc(OC)c(OC)c1)[C@H]2C	9	13	-12	-20	6	10	-14	-1	-5	-7	1
O=c1c(OCc2ccccc2)cccn1Cc1ccccc1	-16	23	-2	-9	-72	-40	-85	-87	-53	1	2
CCC(Sc1nc2ccccc2o1)C(=O)Nc1nnc(C)s1 (stereo unspecified)	4	-5	-4	-28	25	11	4	9	-49	-5	0
O=C(c1cc(COc2ccc3ncccc3c2)on1)N1CCCC(O)C1 (stereo unspecified)	4	3	-5	11	16	28	1	8	10	-7	-4
Cc1oc(-c2ccc(Cl)cc2)nc1CN1CCC(C(=O)NCc2cccnc2)CC1	-1	4	87*	.	-1	.	-18	-12	34	-3	-9
O=C(Cn1cc([N+](=O)[O-])cn1)NCCc1c[nH]c2ccccc12	0	-16	8	3	17	-11	-9	1	-7	-1	-3
CCOC(=O)c1c(NC(=O)C2COc3ccccc3O2)sc(C(C)=O)c1C (stereo unspecified)	12	29	-4	24	14	2	-2	-8	8	10	-4
O=C(N/N=C/c1c(F)cccc1Cl)c1ccc(Cn2cc(Br)cn2)o1	-1	20	-7	-26	2	-20	-22	-2	-29	2	4
CC(=O)Nc1ccc(S(=O)(=O)N2CCN(Cc3cccs3)CC2)cc1	-1	4	-4	-12	9	-9	5	-37	0	0	-4
COc1nc(Oc2ccc(C(=O)OCC(N)=O)cc2)nc(N(C)C)n1	-15	-9	5	0	-17	3	-4	-39	-20	-8	2
COc1cc(OC)cc(-c2sc3ccc(OC)cc3c2C#CCCO)c1	-4	-8	3	4	-18	11	23	-4	-14	1	3
O=c1[nH]c(SCc2ccccc2)nc2c1cnn2-c1ccc(F)cc1	-5	-18	6	3	-5	1	16	2	-2	-1	6
O=C(O)COCC(=O)N1CCCN(c2nccc(C(F)(F)F)n2)CC1	4	-7	-10	.	-2	.	12	10	10	-9	3
Cc1cc(C)cc(NS(=O)(=O)c2ccc3[nH]cc(C(=O)NCc4ccco4)c(=O)c3c2)c1	10	84*	2	13	14	13	9	9	14	-7	-16
Cn1ccc(C(=O)N/N=C/c2ccncc2)n1	1	3	-1	8	-20	-4	-12	-16	-16	-3	-7
COc1ccc(-n2ncc(S(=O)(=O)c3ccccc3)c2-c2ccc(Cl)cc2)cc1	-2	24	-1	10	10	8	19	6	-3	-9	-5
CCN1C2=C(C(=O)CCC2)C(c2ccc(O)c(Br)c2)C2=C1CCCC2=O	0	0	-7	15	0	1	-9	-14	3	-4	0
CCCCn1c(N)c(N(CCOC)C(=O)COC(=O)c2cc(CC)c(C)s2)c(=O)[nH]c1=O	-2	1	0	-25	-40	-6	2	-14	3	1	-1
O=C(c1ccccc1)c1ccccc1C(=O)N1CCOCC1	-5	-9	.	-4	9	22	-5	5	-6	-1	-2
Cc1ccccc1NC(=O)CSc1nnc(-c2ccco2)c(-c2ccco2)n1	0	-12	6	.	-4	.	28	-26	-34	8	-5
O=C(CCN=C1NS(=O)(=O)c2ccccc21)OCC(=O)c1ccc(F)c(F)c1	3	-13	-1	-29	-19	-5	5	-30	3	-5	-6
O=C(Nc1ccccc1Br)c1cc(=O)c2ccccc2o1	-17	14	0	-26	-83	-22	-124	-50	-40	3	1
COc1cc(-c2c(C#N)c(N)nc3c2CCCC3)cc(OC)c1OC	9	-11	0	8	7	3	15	-13	4	-1	-6
C1CCC(CNc2c3c(nc4nnnn24)CCCC3)CC1	2	6	2	-25	15	1	0	6	10	5	-6
COc1ccccc1N(CC(O)COc1ccccc1)S(=O)(=O)c1ccccc1 (stereo unspecified)	2	-5	2	9	8	11	24	-5	-1	-3	1
COc1cccc(CN(C)C(=O)c2cc(COc3c(F)cccc3F)on2)c1	2	-1	-7	-8	7	0	-5	4	-41	7	-4
COc1ccc(CCNC(=O)CSc2nnc(CNC(=O)c3ccco3)o2)cc1OC	3	-3	35	-27	19	1	33	-6	-6	-5	2
O=C(NCc1ccc(OC(F)(F)F)cc1)C1CC(c2c(Cl)cccc2Cl)=NO1 (stereo unspecified)	41*	4	0	-7	-7	9	-16	-50	-4	-2	-8
Cc1ccccc1C(c1ccccc1Cl)N(C)C (stereo unspecified)	-1	-13	-7	1	2	9	6	-14	7	-2	-6
CN(C)c1oc(-c2ccco2)nc1S(=O)(=O)c1ccc(Br)cc1	-5	6	-4	-6	8	-8	3	2	-1	0	2
COCCCNC(=O)C(=O)NCCCOC(C)C	-2	-17	-2	-16	6	17	5	6	-4	-2	-4
CN(Cc1ccccc1)C(=O)c1ccc(NC(=O)Cc2ccc(NC(=O)C3CCCN(C(=O)C4CC4)C3)cc2)cc1 (stereo unspecified)	3	-9	-12	7	-7	15	5	-93	16	-3	-8
Cc1cc(C(=O)COc2cccnc2[N+](=O)[O-])c(C)n1-c1ccccc1	?	34	-1	49	66*	-13	36	69*	-13	-4	9
COc1cc(C(=O)N2CCN(C(=O)c3cc(-c4ccc(Br)cc4)n[nH]3)CC2)cc(OC)c1OC	-9	-4	1	-21	6	-2	-11	-26	5	2	6
Cn1nc(C(F)(F)F)c(C#N)c1N1CCN(c2ccccc2F)CC1	5	11	-9	-12	10	3	-11	0	13	5	-7
O=c1ccc2ccc(Oc3ccc([N+](=O)[O-])cc3Cl)cc2o1	-7	-13	7	-2	-11	-4	12	-1	-9	-14	-1
O=C(Nc1ccccc1Oc1ccccc1)c1cnccn1	-22	-1	1	0	12	-5	3	3	19	11	7
COc1ccc(-c2csc(NC(=O)c3c(C)noc3C)n2)cc1F	15	-7	0	1	0	-3	-22	8	77*	-2	-6
C=CCOc1ccccc1CN1CCC(Oc2ccc(C(=O)N3CCCCC3)cc2)CC1	-1	2	-6	11	-3	1	8	-7	-9	-3	-1
CC(=O)Nc1ccc2nc(SCC(=O)NCCOc3ccccc3)sc2c1	1	4	11	19	-10	-18	7	-11	-16	6	-5
COc1ccc(C(=O)NCc2ccc(C)cc2)cc1S(=O)(=O)N1CCOCC1	4	12	10	-32	-8	0	-6	3	-14	-11	-9
COC(CNC(=O)c1cccc2c1C(=O)N(Cc1cccnc1)C2)OC	-7	0	-3	24	9	4	1	4	1	1	-5
CCOC(=O)c1ccc(NC(=S)N2CCCC(C(=O)N3CCCC3)C2)cc1 (stereo unspecified)	-4	-17	0	27	2	19	-5	13	-24	3	-7
CCOC(=O)C1=C(C)NC2=C(C(=O)C(C(=O)OCC)C(c3cccc(OC)c3)C2)C1c1ccccn1 (stereo unspecified)	1	-11	-8	-2	-2	21	-23	0	4	1	-8
CC(C)(C)OC(=O)CNC(=O)c1[nH]cnc1C(=O)N[C@@H](Cc1ccccc1)C(=O)OCc1ccccc1	0	4	-3	-21	10	1	17	-16	-4	-7	3
COc1ccccc1CNC(=O)C(NC(=O)c1ccccc1C)C(C)C (stereo unspecified)	-1	-2	1	-17	12	-4	0	-18	-4	2	3
O=C(COC(=O)c1ccccc1)Nc1cc(Cl)ccc1Oc1ccccc1	7	1	-1	1	8	-1	-11	-13	21	-2	-7
CC(=O)Nc1ccc(S(=O)(=O)N(C)CC(=O)NC2CCCC(C)C2C)cc1 (stereo unspecified)	-3	-9	-6	-19	-10	-12	13	10	1	-14	-10
CCNC(=O)C1(C)CCN(C(=O)c2cccc(C(F)(F)F)c2)C1 (stereo unspecified)	.	-8	3	12	-9	-6	-6	-15	10	.	-1
CCN(C[C@H]1N[C@@](Cc2ccccc2)(C(=O)OC)[C@H]2C(=O)N(Cc3ccccc3)C(=O)[C@@H]12)C(=O)c1ccc(C)cc1	0	-1	-6	7	15	-2	-4	-13	1	0	6
Cc1ccc(C(=O)Nc2ccc3ccccc3n2)cc1	-11	50*	-14	-54	-109	-9	-141	-76	-15	7	-6
C[C@@H](O)C1NC(=O)[C@H](CCCCN)NC(=O)c2cc([N+](=O)[O-])cc(I)c2NCCC[C@@H](C(N)=O)NC1=O (stereo partly specified)	-1	15	-3	2	-3	-3	-16	-9	12	-12	-13
COC(=O)c1onc(-c2c(C)cc(C)cc2C)c1C(=O)OC	7	6	-3	10	11	0	17	-3	-13	-9	-8
CNc1nc(Nc2ccc(C(=O)OC)cc2)c2sccc2n1	.	-4	.	.	-19	.	-4	-7	-8	.	-10
CC(C)n1nnnc1SCC(=O)N1CCOCC1	-5	-2	36	0	-9	-7	12	-7	3	6	9
Cc1ccc(NC(=O)COC(=O)c2ccc3c(c2)NC(=O)C2CCCN32)cc1 (stereo unspecified)	-7	0	-3	4	9	25	22	-12	7	4	-5

Limited to Vif inh, EBV LMP1 NFkB and TROY NFkB inh (3 entries from above):
smiles | Vif inh | EBV LMP1 NFkB | TROY NFkB inh
CC(C)(C)OC(=O)CNC(=O)c1[nH]cnc1C(=O)N[C@@H](Cc1ccccc1)C(=O)OCc1ccccc1 | -3 | 0 | -4
CNc1nc(Nc2ccc(C(=O)OC)cc2)c2sccc2n1 | . | . | -8
Cc1ccc(C(=O)Nc2ccc3ccccc3n2)cc1 | -14 | -11 | -15

Next compounds follow:
SMILES	EBV LMP1 NFkB	TRAIL sens C8	Vif inh	NCOA2 inhibitor	NCOA3 inh	NR2F2 inh	LRH-1 inv ag	SRC1 inh	TROY NFkB inh	TLR9-MyD88 block	NOD2-RIPK2 inh
CCC(C)Nc1c2c(nc3c(-c4ccccc4)c(C)nn13)CCC2 (stereo unspecified)	14	3	2	-22	11	1	50	-17	6	-5	-2
O=C(Nc1ccnn1C1CCN(CCCc2ccccc2)CC1)c1ccccc1Cl	-5	-9	15	-12	-9	-4	-22	-12	-15	-3	-15
O=C(NCc1n[nH]c(=S)n1-c1cccc(C(F)(F)F)c1)c1ccc(S(=O)(=O)N2CCCC2)cc1	-3	-13	-17	8	-2	-2	5	-20	-3	-7	-5
COc1ccc(OC)c(NC(=O)C(=O)NNC(=O)COc2ccc(Br)cc2C)c1	2	-4	-7	7	15	-8	8	5	13	-6	4
COc1ccccc1CNC(=O)OCc1nccnc1C(=O)Nc1ccc(Br)cn1	-2	13	-3	-19	12	-1	5	-25	-20	0	-3
CSc1ccccc1OCc1cc(C(=O)N(C)Cc2ccc3nsnc3c2)no1	-19	-19	-10	-110	-101	-46	-88	-98	-30	-4	-4
